# Fibroblast inh: blocks proliferation of human lung fibroblasts; LL 47 human lung fibroblast viability, ATP luminescence; active compounds read low; viability, % at 10 µM; 85,000 compounds, 1.1% hits;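 active = viability at or below 50% in the single dose screen; inactive = viability above 50%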;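 also: compound exposure lasted 72 h before the ATP readout; 100% = median luminescence of untreated cell-only wells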
#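 Signal: luminescent ATP detection, CellTiter-Glo; assay system: LL 47 human lung fibroblasts; input: 1,150 cells/well; incubation: overnight cell rest, 72 h compound treatment at 37 °C; measure: % viability versus median cells-only luminescence; medium: IMEM growth medium with 15% fetal bovine serum; dosing: compound addition at 0.1% DMSO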
# ERa SRC1 pot: ER-alpha (human) coactivator binding potentiation. P03372. TR-FRET ERalpha-LBD/SRC-Cy5 coactivator binding, 2 h; 100 = basal binding, no effect. coactivator binding (% of control), % at 25.6 µM. 86,000 compounds, 1.3% hits. AID 639; in the data active = activity above about 200%;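 also: binding measured in presence of low estradiol as agonist stimulus; 0% = peptide alone without receptor and 100% = receptor with peptide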
# Target sequence (P03372 whole entry, looked up, the tested form may be a part): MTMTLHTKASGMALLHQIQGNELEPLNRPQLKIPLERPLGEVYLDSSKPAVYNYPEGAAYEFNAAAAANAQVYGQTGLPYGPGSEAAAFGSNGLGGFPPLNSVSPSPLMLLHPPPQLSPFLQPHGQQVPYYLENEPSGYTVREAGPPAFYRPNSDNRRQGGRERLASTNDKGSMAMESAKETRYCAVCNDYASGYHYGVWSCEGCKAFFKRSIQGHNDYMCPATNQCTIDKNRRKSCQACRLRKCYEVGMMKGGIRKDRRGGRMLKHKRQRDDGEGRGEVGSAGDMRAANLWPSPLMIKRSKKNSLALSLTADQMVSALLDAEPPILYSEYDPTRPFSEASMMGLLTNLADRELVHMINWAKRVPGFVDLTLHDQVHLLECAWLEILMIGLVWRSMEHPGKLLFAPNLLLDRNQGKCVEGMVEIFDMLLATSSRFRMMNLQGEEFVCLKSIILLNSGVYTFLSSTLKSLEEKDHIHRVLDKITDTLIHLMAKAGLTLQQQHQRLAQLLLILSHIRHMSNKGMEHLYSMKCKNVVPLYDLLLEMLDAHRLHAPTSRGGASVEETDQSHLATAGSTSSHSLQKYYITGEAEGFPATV
# Smad3 inh: inhibitors of human Smad3 transcription factor binding; TR-FRET Smad3/Dy647-FoxH1 peptide binding, europium anti-His; inhibition, % at 25 µM; 88,000 compounds, 0.29% hits;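 active = compounds that reduce the energy-transfer binding signal between the protein and its labelled peptide by more than half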;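 also: 0% = Smad3 plus labelled peptide maximal FRET and 100% = peptide-only background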
# Target sequence (P84022 whole entry, looked up): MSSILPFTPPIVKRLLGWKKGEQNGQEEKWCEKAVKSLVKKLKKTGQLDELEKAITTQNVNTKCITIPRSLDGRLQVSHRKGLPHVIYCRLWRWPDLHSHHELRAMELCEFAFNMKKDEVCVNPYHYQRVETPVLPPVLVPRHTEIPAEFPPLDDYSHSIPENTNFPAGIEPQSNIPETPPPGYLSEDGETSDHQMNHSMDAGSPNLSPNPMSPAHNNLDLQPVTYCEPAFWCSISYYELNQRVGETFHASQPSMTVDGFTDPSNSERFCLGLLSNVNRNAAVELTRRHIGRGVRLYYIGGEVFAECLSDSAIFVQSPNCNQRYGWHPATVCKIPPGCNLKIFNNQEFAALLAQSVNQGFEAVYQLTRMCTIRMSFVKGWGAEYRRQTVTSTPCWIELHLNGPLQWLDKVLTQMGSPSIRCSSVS
# ERa coact inh: blocks coactivator binding to human estrogen receptor alpha; 86,000 compounds, 1.7% hits; P03372; inhibition, % at 25.6 µM; TR-FRET ER-alpha LBD / SRC-1 peptide, estradiol-bound; in the data active = inhibition above about 50%;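 also: 0% = receptor plus peptide control and 100% = peptide only without receptor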
# ERb coact inh: ER-beta (human) coactivator binding inhibition | Q92731 | TR-FRET ER-beta LBD / SRC1-Cy5 peptide binding; receptor agonist-loaded with 1 µM estradiol | inhibition, % at 25.6 µM | 86,000 compounds, 1.3% hits | AID 633;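 active = compounds whose percent inhibition of the receptor-coactivator binding signal exceeds about 50% in the single-dose screen, limit read from the data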;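 also: 0% = receptor plus peptide wells without compound and 100% = peptide-only wells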
# H69AR growth 86K: growth inhibitors of human H69AR lung tumor cells. H69AR lung tumor viability, ATP luminescence, 72 h; active compounds read low. viability, % at 10 µM. 85,000 compounds, 6% hits. AID 598;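 active = viability at or below 40%; inactive = viability above 40%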;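 also: multidrug resistant small cell line overexpressing MRP-1 efflux transporter; 100% = mean luminescence of untreated control wells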
# MT1-MMP txn act: MT1-MMP promoter transcription activation; activation factor at 10 µM; 86,000 compounds, 0.16% hits; HT1080 MT1-MMP promoter luciferase reporter, luminescence, overnight; active compounds read high;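 active = activation factor of at least 2 for MT1-MMP transcription at 10 µM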
# Mac1 fbg enh: CD11b/CD18-fibrinogen binding enhancement. P05107+P11215. K562 CD11b/CD18 adhesion to fibrinogen, ATPlite luminescence. activation, % at 10 µM. 93,000 compounds, 0.07% hits;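 active = 10 µM primary screen giving 50% or more activity, confirmed by 40% or more on retest at that dose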; also: strong numbers were not always called active
# HUVEC prolif 384: blocks proliferation of human endothelial cells. 86,000 compounds, 1.1% hits. viability, % at 10 µM (by protocol). AID 648. HUVEC proliferation, CellTiter-Glo luminescence, 72 h; active compounds read low;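 active = viability at or below 30%; inactive = viability above 30%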;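 also: 100% = median luminescence of DMSO-only cell control wells on each plate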
# The depositor's hits bear a star; x = no result given; [ ] = remark or other dose.
SMILES,Fibroblast inh,ERa SRC1 pot,Smad3 inh,ERa coact inh,ERb coact inh,H69AR growth 86K,MT1-MMP txn act,Mac1 fbg enh,HUVEC prolif 384
CCOC(=O)c1cn(CC(=O)Nc2ccc(C(C)C)cc2)nn1,94.8,102.5,4.7,-7.7,-5.9,92.0,1.1,x,106.3
c1ccc2nc3c(nc2c1)sc1nc2ccccc2n13,100.4,88.2,-15.8,-8.5,6.5,x,1,2.0,92.6
COc1ccc(C2=CC(c3ccc(C)cc3)n3nnnc3N2)cc1 (centres undefined),100.8,91.1[fluorescence artefact?],-8.0,-13.1,0.1[fluorescence artefact?],101.8,1.6,-4.6,101.3
O=C(c1ccccc1)C1CCc2occc2C1=O (centres undefined),92.7,119.8,10.6[fluorescence artefact?],-0.8,0.0,88.9,1,0.7,93.8
S=C(c1ccc(N2CCCC2)cc1)N1CCCCC1,86.1,110.5,-8.2,-17.6,-7.0,88.4,1.7,-1.1,102.2
COc1ccc(OCCNS(=O)(=O)c2ccccc2)cc1,95.0,105.9,-17.5,0.3[fluorescence artefact?],1.3[fluorescence artefact?],103.3,1.1,-0.8,102.3
COC(=O)NCc1ccc2c(c1)OCO2,96.7,100.3,6.8,-6.8,-0.9,109.5,1.3,2.8,87.8
O=c1cc(CO)oc(CN2CCN(c3cccc(C(F)(F)F)c3)CC2)c1O,86.4,108.5,0.3,5.4,-1.4[fluorescence artefact?],71.7,1.1,-2.2,96.8
COc1ccc(Cl)cc1C(=O)NCC#N,99.5,96.6,-6.7,-0.3,-2.6,96.0,1,x,91.6
CCCCc1ccc(NS(=O)(=O)N(C)C)cc1,94.5,85.0,10.6,-25.9,-22.0,96.8,1.1,0.9,98.1
COc1ccccc1N(O)C1CC(=O)N(c2ccc(Br)cc2)C1=O (centres undefined),99.2,87.7[fluorescence artefact?],-5.3,1.5[fluorescence artefact?],13.2,63.4,1.4,x,85.1
O=C1CN(C(=O)COC(=O)c2ccccc2NC(=O)c2ccco2)c2ccccc2N1,91.3,108.3,4.1,5.4,1.6,79.9,1,-3.3,82.2
O=c1cc(CSc2nnc(COc3ccccc3)o2)c2ccccc2[nH]1,95.1,97.5,19.7[fluorescence artefact?],4.2,-1.5,85.8,1.1,-2.9,85.6
Cc1ccc(C)n1-n1c(C)nc2scc(-c3ccccc3)c2c1=O,97.9,85.9,0.3,-6.5,3.2,77.2,1.1,-2.2,91.1
COc1ccc(OC)c(C2/C(=C(/O)c3ccccc3)C(=O)C(=O)N2Cc2ccco2)c1 (centres undefined),99.7,115.6,-1.4,4.7,4.6[fluorescence artefact?],106.3,0.8,4.9,85.9
NC(=O)C1CCN(C(=O)CN2CCCc3ccccc32)CC1,99.1,126.6[fluorescence artefact?],-0.1,3.1,6.1,90.7,1.4,0.1,94.5
Cc1ccc(C(O)c2cccnc2)o1 (centres undefined),93.3,119.5,5.8,-31.4,-28.7,89.5,1,-0.9,102.0
CC(NC(=O)CCOc1ccccc1)c1ccccc1 (centres undefined),97.4,106.4,2.7,3.6,-1.4,105.6,1.2,-0.9,96.9
COc1ccccc1NC(=O)CSc1nnc(-c2ccco2)n1Cc1ccco1,88.9,103.0,4.7,2.4,20.3,73.9,1,2.9,87.7
COc1ccc(C(=O)CN(C(=O)c2ccc(Cl)cc2)N2C(=O)C3CCCCC3C2=O)cc1 (centres undefined),109.8,95.5,2.3,-3.3,-10.2,103.0,x,1.0,98.2
CCOC(=O)C1=C(c2ccccc2)Nc2ncnn2C1c1cc(OC)ccc1OC (centres undefined),100.8,94.0[fluorescence artefact?],1.8,-18.9,-26.9,39.2*,1.1,0.7,99.6
CCn1c(NC(=O)c2ccco2)c(-c2ccccc2Cl)c(=O)c2ccccc21,97.8,100.0[fluorescence artefact?],-6.2,2.0,5.0,93.0,1.1,2.7,96.3
O=C(NCc1cccnc1)NC(C(F)(F)F)C(F)(F)F,101.1,121.8,10.7,-1.4,-3.4,92.3,1,0.5,97.4
CCOC(=O)c1nc2ccccc2s1,97.6,118.7,0.5,0.8[fluorescence artefact?],-1.2,94.5,1.7,-1.0,98.1
CCOc1ccc(C2CC(c3ccccc3)Nc3nc(N)nn32)cc1 (centres undefined),102.7,96.6,9.9,5.8,-3.4[fluorescence artefact?],98.7,1,1.7,90.8

# Of the compounds above, 2 contain fluorine.
SMILES,Fibroblast inh,ERa SRC1 pot,Smad3 inh,ERa coact inh,ERb coact inh,H69AR growth 86K,MT1-MMP txn act,Mac1 fbg enh,HUVEC prolif 384
O=c1cc(CO)oc(CN2CCN(c3cccc(C(F)(F)F)c3)CC2)c1O,86.4,108.5,0.3,5.4,-1.4[fluorescence artefact?],71.7,1.1,-2.2,96.8
O=C(NCc1cccnc1)NC(C(F)(F)F)C(F)(F)F,101.1,121.8,10.7,-1.4,-3.4,92.3,1,0.5,97.4

# Later entries.
SMILES,Fibroblast inh,ERa SRC1 pot,Smad3 inh,ERa coact inh,ERb coact inh,H69AR growth 86K,MT1-MMP txn act,Mac1 fbg enh,HUVEC prolif 384
CCOC(=O)c1sc2ncn(C(CC)C(=O)OC)c(=O)c2c1C (centres undefined),104.6,113.8,2.6[fluorescence artefact?],-4.9,-3.4,84.3,1.1,-1.6,108.5
CCOC(=O)N1CCN(C(=O)CN2C(=O)COc3ccc(C(C)(C)C)cc32)CC1,x,127.0,-4.7,0.3,-2.0,60.7,1.1,1.8,87.9
CCCn1nnc(NC(=O)c2ccc(Br)cc2)n1,97.2,85.8,-16.5,21.7,14.6,103.8,1.3,-1.7,91.4
CC(=O)N1CCN(c2ccccc2NC(=O)COc2cc(C)ccc2C(C)C)CC1,92.6,87.3[fluorescence artefact?],-12.3,-7.1,15.9,35.1*,1.3,16.6,71.9
COc1ccc(N2CC(C(=O)OCC(=O)c3ccccc3)CC2=O)cc1 (centres undefined),95.0,94.5,-7.5,-9.2,-14.7,83.9,1.1,-2.7,95.0
OC(COc1ccc(Cl)cc1)CN1CCCCC1 (centres undefined),102.8,117.1[fluorescence artefact?],2.9,8.0[fluorescence artefact?],-1.4[fluorescence artefact?],85.4,1.1,-2.9,78.9
Cc1ccc(-c2ccc(CCC(=O)O)n2C(C)C)cc1,106.5,91.7,2.6,-6.7,-6.3,100.5,1.1,-1.3,99.9
COc1cc(C(=O)OC(C)CN2CCOCC2)cc(OC)c1OC (centres undefined),99.2,118.9,-4.6,-12.1,-10.5,93.6,1.3,3.9,105.8
Cc1ccc(NC(=O)C2CCCNC2=O)nc1 (centres undefined),101.8,111.6,-1.7,-27.4,-22.4,94.9,1.2,-2.7,107.6
c1ccc(-c2ccc(-c3nc(-c4ccccn4)no3)cc2)cc1,42.4*,194.7[fluorescence artefact?],9.7,0.6[fluorescence artefact?],-2.9[fluorescence artefact?],34.1*,x,-9.8,43.5
CCn1ccc2cc(OC)ccc2c1=S,97.8,88.8,2.7,0.8,-12.5,98.2,1.3,-2.6,95.5
O=C(NCCCO)NC12CC3CC(CC(C3)C1)C2,94.3,103.9,2.3,-0.1,-9.7,96.9,1.2,-2.2,93.9
COc1ccccc1CNc1nc2nc(C)c(C)c(=O)n2[nH]1,101.6,131.5,-4.4,-6.7,-3.6,91.1,1.2,-2.0,87.6
O=C(CNS(=O)(=O)c1cccs1)N1CCCC1,x,121.5,-4.4,-6.8,-3.0,102.1,1,0.6,112.2
CCCCc1c(C)c2cc(C)ccc2[nH]c1=O,95.5,88.0[fluorescence artefact?],8.4,49.4,-9.6,90.6,1.5,-0.2,78.4
Cc1ccc(CNc2oc(-c3ccco3)nc2S(=O)(=O)c2ccccc2)cc1,95.1,119.5,2.5,2.8,-2.1,96.9,1.1,x,99.0
CCc1ccc(NC(=O)CN2C(=O)CSC2=O)cc1,100.4,109.9,2.0,-2.0,-6.7,93.0,1.1,x,93.2
CN(CC(=O)NCc1ccc(Cl)cc1)S(=O)(=O)c1cccc2cccnc12,92.6,111.3,2.6,-4.0,-0.4,101.3,x,3.0,100.9
Cc1noc(C)c1CSCC(=O)N1CCN(c2ccc([N+](=O)[O-])cc2)CC1,101.0,114.8[fluorescence artefact?],-3.5,8.8,-8.2[fluorescence artefact?],96.7,1.1,-4.4,70.8
Nc1ccc(Nc2ccncc2[N+](=O)[O-])cc1,100.6,92.3,-17.0,-2.4,5.4,88.0,1.2,-2.5,92.3
COc1ccc(NC(=O)c2cc3n(n2)C(C(F)(F)F)CC(c2ccc4c(c2)OCO4)N3)cc1OC (centres undefined),95.5,98.2[fluorescence artefact?],11.3,2.0,1.5,67.7,0.9,x,81.8
Nc1nc(-c2ccc(F)cc2)cc(C(F)(F)F)n1,115.6,103.7,8.3,-4.4,-2.1,102.7,x,0.1,106.6
Cn1c(CNc2cccc(Cl)c2)nnc1SCC(=O)OC1CCCCC1,82.0,116.0,-4.7,-9.3,-10.4,105.8,1.2,1.1,18.8*
COCCCNC(=O)c1ccc2c(=O)n(Cc3ccc4c(c3)OCO4)c(=S)[nH]c2c1,113.1,120.9,6.5[fluorescence artefact?],57.6*,47.1[fluorescence artefact?],57.5,1.1,6.9,22.3*
Cc1cccc(N(C(=O)Cn2nnc3ccccc32)C(C(=O)NCc2ccco2)c2ccncc2)c1C (centres undefined),103.0,109.3,-6.1,-1.5[fluorescence artefact?],-3.2[fluorescence artefact?],95.2,1.1,-1.3,90.8
# (cont.)
SMILES,Fibroblast inh,ERa SRC1 pot,Smad3 inh,ERa coact inh,ERb coact inh,H69AR growth 86K,MT1-MMP txn act,Mac1 fbg enh,HUVEC prolif 384
O=C1NC(c2ccco2)Nc2sc3c(c21)CCN(Cc1ccccc1)C3 (centres undefined),81.6,46.1[fluorescence artefact?],-5.0,12.5[fluorescence artefact?],36.8[fluorescence artefact?],101.4,1.1,-2.2,104.4
O=C(O)CCC(=O)OC1CC2CCC1C2 (centres undefined),94.0,126.1,0.9,-5.4,-6.9,x,1.1,1.8,98.1
CCc1cc(C(=O)O)c(NC(=O)C(c2ccccc2)c2ccccc2)s1,101.7,81.1,3.7,-7.5,1.4,87.8,1.1,-2.7,90.9
Cc1c(NC(=O)COC(=O)Cc2ccc(Cl)cc2)c(=O)n(-c2ccccc2)n1C,111.2,83.4[fluorescence artefact?],0.7,-0.2,9.7,98.0,1,-3.4,93.7
O=C(COc1ccccc1Cl)NCc1ccco1,90.4,96.5,9.1[fluorescence artefact?],26.0,-4.0,98.2,1.4,0.8,87.5
CCC(=O)NCc1nc2ccccc2n1Cc1ccccc1F,100.3,109.2,-12.9,2.3,2.4,80.1,1.1,2.9,103.3
Cc1ccc(-c2nc3ncccn3c2Nc2ccc3c(c2)OCO3)o1,98.4,77.3,3.3,-7.6[fluorescence artefact?],18.9,98.5,x,x,105.6
CCc1nnc(NC(=O)CSc2nnc(CSc3nc(C)cc(C)n3)n2C)s1,107.7,100.1,-13.9,4.4[fluorescence artefact?],15.8,89.8,1.1,-2.6,95.2
COc1cccc(C2CC(c3ccc(Cl)cc3)n3nc(N)nc3N2)c1 (centres undefined),95.3,82.9,-3.6,0.9,2.2,107.0,1.1,-3.7,96.7
CCc1nnc(NC(=O)CSc2nccn2-c2cccc(C)c2C)s1,90.6,108.7,7.3,-2.8,-3.1,18.3*,1.1,-2.4,82.1
O=C(CSc1nccc(=O)[nH]1)c1ccccc1Br,95.3,95.6[fluorescence artefact?],14.9,-1.0,-7.1,92.1,1.1,-3.8,96.3

# Screening results: PubChem, several laboratories

# An excerpt; count on the stated rates, not on these rows.
